High-throughput results from PubChem BioAssay.
FBW7 act = activators of human E3 ligase FBW7 | Q969H0 | AlphaScreen FBW7–phospho-cyclin E peptide binding, activator screen | normalized activity (activation), % at 26.1 µM | hit rate 0.13% among 650,000 | AID 1259310; in the data active = normalized activity above about 1.9%;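 note: purified mutant Fbw7 with reduced substrate affinity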
Target sequence (Q969H0 whole entry, looked up): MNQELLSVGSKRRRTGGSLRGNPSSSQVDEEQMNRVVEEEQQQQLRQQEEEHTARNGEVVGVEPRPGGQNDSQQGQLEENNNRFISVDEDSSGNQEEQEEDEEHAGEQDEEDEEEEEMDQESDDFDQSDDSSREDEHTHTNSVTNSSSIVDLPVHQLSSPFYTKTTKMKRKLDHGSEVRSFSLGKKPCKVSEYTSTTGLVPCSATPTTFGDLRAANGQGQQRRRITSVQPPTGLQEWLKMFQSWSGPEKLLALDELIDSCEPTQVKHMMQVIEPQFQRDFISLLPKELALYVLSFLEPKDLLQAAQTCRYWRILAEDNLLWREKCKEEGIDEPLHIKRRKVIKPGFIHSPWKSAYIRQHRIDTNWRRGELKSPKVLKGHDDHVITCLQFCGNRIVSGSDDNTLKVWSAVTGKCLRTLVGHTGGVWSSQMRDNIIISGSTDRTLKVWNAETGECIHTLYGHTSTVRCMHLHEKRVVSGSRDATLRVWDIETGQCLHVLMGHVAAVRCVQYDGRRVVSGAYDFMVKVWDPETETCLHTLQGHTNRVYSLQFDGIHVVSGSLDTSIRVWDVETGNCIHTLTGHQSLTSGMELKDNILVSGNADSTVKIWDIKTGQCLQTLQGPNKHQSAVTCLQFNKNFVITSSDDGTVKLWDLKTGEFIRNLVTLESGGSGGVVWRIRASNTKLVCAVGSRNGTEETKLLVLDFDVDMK
GPR151 activ = activators of human GPR151; PathHunter beta-arrestin GPR151 cells, luminescence; activation, % at 11.2 µM; hit rate 1% among 650,000; AID 1508602; in the data active = activation above about 4.9%;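 note: 0% = median of compound wells and 100% = cells with positive control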
MITF primary = human MITF inhibition, primary screen; O75030; AlphaScreen MITF homodimerization, bead proximity signal; inhibition, % at 2.6 µM; hit rate 0.91% among 650,000; in the data active = inhibition above about 50%;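 note: 0% = vehicle wells with protein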
TEAD-YAP inh = TEAD-YAP interaction inhibition. AID 1259422. hit rate 1.4% among 640,000. HEK-TIYL cells, TEAD-Gal4/YAP UAS-luciferase luminescence. inhibition, % at 9.12 µM; in the data active = inhibition above about 32%;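 note: 0% = median of test compound wells and 100% = reference inhibitor wells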
Active calls of the source: *.

Sample of the layout:
Screens in order: FBW7 act	GPR151 activ	MITF primary	TEAD-YAP inh
(1) COc1cccc(C(=O)N2CCN(Cc3ccc(OC)c(OC)c3OC)CC2)c1OC
→ -0.3	1.3	35	-11
(2) Cn1cccc1Cc1nnc(SCC(=O)Nc2nc3ccccc3s2)n1C
→ 0.4	-0.2	17	-2
(3) CC1=CC(C)(C)Nc2ccc(OC(=O)c3cccc(Cl)c3)cc21
→ -0.3	0.4	4	-25
(4) Cc1sc2nc(SCC(=O)NCc3cccnc3)n(C)c(=O)c2c1C
→ -0.3	-1.1	-6	-6
(5) O=C(Nc1c(C(=O)N2CCCCC2)cnn1-c1ccccc1)c1cccc(F)c1
→ 0.0	-0.9	-1	-3
(6) CSc1cccc(NS(=O)(=O)c2ccc([N+](=O)[O-])cc2)c1
→ -0.1	0.2	14	3
(7) Nc1nc(Nc2ccc(N3CCOCC3)cc2)cc(-c2csc3ccccc23)n1
→ -0.1	-1.0	15	-32

Main list, from the first entry:
Screens in order: FBW7 act	GPR151 activ	MITF primary	TEAD-YAP inh
(1) COc1cccc(C(=O)N2CCN(Cc3ccc(OC)c(OC)c3OC)CC2)c1OC
→ -0.3	1.3	35	-11
(2) Cn1cccc1Cc1nnc(SCC(=O)Nc2nc3ccccc3s2)n1C
→ 0.4	-0.2	17	-2
(3) CC1=CC(C)(C)Nc2ccc(OC(=O)c3cccc(Cl)c3)cc21
→ -0.3	0.4	4	-25
(4) Cc1sc2nc(SCC(=O)NCc3cccnc3)n(C)c(=O)c2c1C
→ -0.3	-1.1	-6	-6
(5) O=C(Nc1c(C(=O)N2CCCCC2)cnn1-c1ccccc1)c1cccc(F)c1
→ 0.0	-0.9	-1	-3
(6) CSc1cccc(NS(=O)(=O)c2ccc([N+](=O)[O-])cc2)c1
→ -0.1	0.2	14	3
(7) Nc1nc(Nc2ccc(N3CCOCC3)cc2)cc(-c2csc3ccccc23)n1
→ -0.1	-1.0	15	-32
(8) CCN(CC(O)Cn1c2ccccc2c2ccccc21)S(=O)(=O)c1ccc(C)cc1 (stereo unspecified)
→ 0.8	-0.4	8	14
(9) COC(=O)C(=O)/C=C(\O)c1ccc(C)cc1
→ -0.2	2.2	2	-5
(10) Cc1nc2nc(SCC(=O)Nc3cc(C(F)(F)F)ccc3Cl)nn2c(C)c1Cc1cccc(Cl)c1
→ 0.4	1.6	4	-2
(11) O=C(CCCn1c(SCc2ccccc2Cl)nc2ccccc2c1=O)NCc1ccco1
→ 0.1	-1.1	7	1
(12) N#C/C(=C\c1ccccc1)C(=O)N1CCN(Cc2ccccc2)CC1
→ -0.1	-0.5	0	-4
(13) CC(=O)N1CCN(C(=O)C2CC(=O)N(Cc3ccc(C)cc3)C2)CC1 (stereo unspecified)
→ 0.1	2.3	4	10
(14) COc1cc(NS(=O)(=O)c2ccc(-n3cccn3)cc2)cc(OC)c1
→ 0.1	4.4	3	15
(15) CCOC(=O)C1=NNC2C(=O)N(c3ccc(C(=O)OC)cc3)C(=O)C12 (stereo unspecified)
→ -0.2	0.0	1	-1
(16) COC(=O)C(Br)C12CC3CC(CC(O)(C3)C1)C2 (stereo unspecified)
→ 0.0	0.3	3	-1
(17) COc1ccc(-c2nc3c(c(=O)c4ccccc4n3C)c(=O)n2Cc2ccco2)cc1
→ 0.2	0.6	3	0
(18) Cc1ccc(NC(=O)CSc2nncc(=O)[nH]2)c(C)c1
→ 0.1	0.1	-1	10
(19) CC(C)=CCN1CCN(Cc2ccco2)CC1CCO (stereo unspecified)
→ 0.0	-0.1	2	6
(20) CCN(CC)CC1COC(C)(C)CC1OC(=O)c1ccccc1 (stereo unspecified)
→ -0.3	1.7	23	2
(21) CCOc1ccc2c(c1)C(=O)CCC2c1ccccc1 (stereo unspecified)
→ 0.1	1.6	-4	-3
(22) O=c1nc2n(-c3ccc(Br)cc3)c3ccc([N+](=O)[O-])cc3cc-2c(=O)[nH]1
→ 0.2	-1.6	11	4
(23) COc1ccc(NC(=O)CCS(=O)(=O)c2ccc(Br)cc2)cc1
→ 0.8	-1.4	20	3
(24) CCOC(=O)C(=O)Nc1cc(C)cc(C)c1
→ 0.1	-0.4	3	-3
(25) COc1nc(NCCN2CCOCC2)nc(Nc2ccccc2)n1
→ 0.3	0.8	11	-25
(26) C/C(CC(=O)NC1C2CC3CC(C2)CC1C3)=N\NC(=O)c1cccc(Br)c1 (stereo unspecified)
→ 0.5	-0.4	-1	-25
(27) CCOC(=O)C1(C)NC(c2ccco2)C2C(=O)N(c3ccc(F)cc3)C(=O)C21 (stereo unspecified)
→ 0.2	-2.7	7	0
(28) CCOC(=O)C1=C(N)N(c2ccc(OC)cc2)C2=C(C(=O)CC(C)(C)C2)C1c1ccc(F)cc1 (stereo unspecified)
→ 0.7	-0.3	14	2
(29) COc1cc(OC)cc(C(=O)NC(=S)Nc2ccc(N(C)C)cc2)c1
→ -0.3	-9.6	12	-34
(30) COc1ccc(CCNC(=O)CN2CCSc3ccccc32)cc1OC
→ 0.2	3.0	5	13
(31) O=C(O)c1cc(Cl)c(Cl)cc1C(=O)N1CCCCC1
→ 0.2	0.1	8	-4
(32) NC(=O)c1c(NC(=O)c2ccccc2[N+](=O)[O-])sc2c1CCCCCC2
→ -0.2	0.8	18	1
(33) Cc1cccc(N2CCN(C(=O)c3ccc(S(=O)(=O)c4ccccc4Cl)c([N+](=O)[O-])c3)CC2)c1C
→ 0.0	0.9	7	-3
(34) OC1(c2cccnc2)CCN(Cc2nnnn2Cc2ccc(F)cc2)CC1
→ 0.2	0.3	-6	-8
(35) Cc1nc(C(N)=O)c2[nH]c(=O)n(Cc3ccccc3)c2n1
→ 0.2	0.3	4	-7
(36) CN1CCN(C(=O)CCC(=O)O)CC1
→ -0.1	1.3	6	3
(37) O=c1[nH]cc(S(=O)(=O)N2CCN(c3cccc(Cl)c3)CC2)c(=O)[nH]1
→ -0.2	-2.3	8	4
(38) O=C(CCN1C(=O)/C(=C\c2ccco2)SC1=S)Nc1ccc(O)cc1
→ -0.1	0.5	0	2
(39) COc1ccc(C=Nc2ccc(NC(C)=O)cc2)cc1OC
→ 0.1	-0.1	3	-3
(40) COc1cccc(C(=O)Nc2sc(C)c(C)c2-c2nc3ccccc3s2)c1OC
→ -0.1	-1.1	9	6
(41) O=C(NC1CCNCC1)c1ccncc1
→ 0.1	0.9	14	-13
(42) Cc1ccc(C(=O)NC(=S)Nc2ncccc2C)cc1
→ 0.0	-2.1	-11	-4
(43) CC12CCC(C(=O)N(CC3CO3)C1=O)C2(C)C (stereo unspecified)
→ 0.8	-0.5	12	6
(44) CCOC(=O)c1cc(C#N)c(SCC(=O)O)nc1N
→ -0.1	-0.5	3	-4
(45) CC(=O)Oc1ccc2oc(C)c(C(=O)N3CCOCC3)c2c1
→ 0.1	1.2	21	2
(46) Cn1c(CCN2C(=O)CCC2CCNCc2ccccc2F)nc2ccccc21 (stereo unspecified)
→ -0.1	-1.1	-7	-7
(47) CC1=C(C(=O)Nc2ccc(Br)cn2)C(c2ccc(Cl)cc2)C2=C(CC(C)(C)CC2=O)N1 (stereo unspecified)
→ 0.1	0.1	9	4
(48) CCC(C)NS(=O)(=O)c1ccc(OC)c(Br)c1 (stereo unspecified)
→ 0.7	-0.4	9	8
(49) COc1ccc([N+](=O)[O-])c2c1NC(c1cccnc1)C1CC=CC21 (stereo unspecified)
→ 0.0	-0.3	12	-11
(50) CC1CCN(C(=O)CN2C(=O)C(C)(C)Oc3ccc(C(=O)Nc4ccccc4)cc32)CC1
→ 0.0	0.1	3	0

Continuation:
Screens in order: FBW7 act	GPR151 activ	MITF primary	TEAD-YAP inh
(51) CCn1c(N2CCC(C(=O)NC3CCc4ccccc43)CC2)nc2ccccc21 (stereo unspecified)
→ 0.0	0.4	3	18
(52) Nc1nonc1-c1noc(-c2ccccc2Br)n1
→ 0.0	-1.2	77*	-4
(53) COc1ccc2nc(CN3CCc4c(nc(N5CC(C)OC(C)C5)[nH]c4=O)C3)ccc2c1 (stereo unspecified)
→ 0.0	0.5	1	-4
(54) CCC(Sc1ccccn1)C(=O)Nc1ccc(Cl)cn1 (stereo unspecified)
→ 0.0	-1.1	-8	-9
(55) CCOc1ccc(CCN2C(=O)CC(Cc3ccccc3)C2=O)cc1OCC (stereo unspecified)
→ 0.0	0.4	-7	3
(56) CC(=O)Cn1c(=O)c2c(nc3n(-c4ccc(Br)cc4)c(C)cn23)n(C)c1=O
→ -0.1	-0.5	-5	-3
(57) O=C1OC(c2ccc3c(c2)OCO3)=N/C1=C\c1cc2c(cc1Cl)OCO2
→ 0.1	2.8	13	10
(58) COc1ccc(/C=C2/SC(=O)N(CCc3nnc(N)s3)C2=O)cc1
→ 0.0	0.7	-1	5
(59) N/C(Cc1ccc(Cl)cc1)=N\OC(=O)c1ccccc1
→ 0.1	0.5	1	-31
(60) CSCCC(NS(=O)(=O)c1ccc2c(c1)OCCO2)C(=O)N1CCC(C)CC1 (stereo unspecified)
→ 0.0	-2.1	5	-2

Part of the list above, reduced to FBW7 act.
no.	Structure	FBW7 act
51	CCn1c(N2CCC(C(=O)NC3CCc4ccccc43)CC2)nc2ccccc21 (stereo unspecified)	0.0
52	Nc1nonc1-c1noc(-c2ccccc2Br)n1	0.0

The listing continues.
Screens in order: FBW7 act	GPR151 activ	MITF primary	TEAD-YAP inh
(61) COc1cc(C(=O)Nc2ccc3c(c2)oc2ccccc23)ccc1OCc1ccc(Cl)cc1
→ 0.6	0.9	18	-4
(62) CC(C)=C(C#N)n1cnc2ccccc21
→ -0.1	-0.2	12	7
(63) CC(C)(C)c1ccc(C(=O)Nc2sc3c(c2C(N)=O)CCCC3)cc1
→ 0.0	0.8	-15	-8
(64) Cc1nc(N2CCC(C)CC2)c2c(C)c(C(=O)NC3CCCC(C)C3C)sc2n1 (stereo unspecified)
→ 0.1	1.5	13	2
(65) Cc1ccc(OCC(=O)Nc2cccc(-c3nc4ncccc4o3)c2)cc1
→ 0.0	-0.9	-13	0
(66) COc1ccccc1NC(=O)CN(C)S(=O)(=O)c1cccc2cccnc12
→ 0.1	0.6	-1	-2
(67) Cc1ccc(F)cc1NC(=O)N[C@H]1C[C@H]2C(=O)N[C@@H]([C@@H](C)O)C(=O)N2C1
→ 0.3	1.5	-7	-9
(68) Cc1ccc(-c2nc(C=Nc3ccc(Cl)c([N+](=O)[O-])c3)c(O)o2)cc1
→ 0.0	0.0	2	1
(69) COC(=O)c1c(C)c(Cl)c(C)c(Cl)c1OC
→ -0.3	1.8	3	4
(70) CC(C)(C)NC(=O)COC(=O)c1c2c(nc3ccccc13)CCC2
→ 0.2	-2.2	17	11
(71) COc1ccc2nc(NC3=NCCC3)sc2c1
→ -0.1	-1.9	-13	-54
(72) CCn1c(=O)c2ccccc2n2c(SCC(=O)Nc3ccccc3F)nnc12
→ -0.1	2.0	6	4
(73) CC1=CC(=C(C#N)C#N)C=C(C)N1c1ccc(C)c(C)c1
→ 0.0	-1.2	0	8
(74) COc1cc(/C=N/NC(=O)COc2cccc3ccccc23)cc(Br)c1O
→ 0.0	-0.5	3	6
(75) CN(C(=O)COC(=O)c1cncc(Br)c1)C1CCS(=O)(=O)C1 (stereo unspecified)
→ -0.1	-0.9	-2	0
(76) CC(=O)C1=C(O)C(=O)N(CC(C)O)C1c1ccc(O)cc1 (stereo unspecified)
→ -0.3	1.2	11	-6
(77) O=C1C2C3C=CC(C4CC34)C2C(=O)N1/N=C/c1ccc(-c2ccc(Cl)c([N+](=O)[O-])c2)o1 (stereo unspecified)
→ -0.3	2.4	10	7
(78) NC(CSC1CC(=O)N(c2ccccc2C(F)(F)F)C1=O)C(=O)O (stereo unspecified)
→ -0.2	2.0	1	7
(79) O=C1NC(c2cccc(O)c2O)Nc2sc3c(c21)CCC3 (stereo unspecified)
→ -0.1	1.2	11	-6
(80) Cc1cccc(NC(=O)CC(NCC(C)O)C(=O)O)c1 (stereo unspecified)
→ -0.2	2.5	0	-5
(81) CC12CN3CC(C)(CN(C1)C3c1ccc3c(c1)OCO3)C2O (stereo unspecified)
→ 0.3	-0.4	20	1
(82) O=C(Nc1ccc2[nH]ncc2c1)[C@@H]1CCCN1
→ 0.3	-0.7	14	1
(83) CC(=O)c1cc(CN2CCC(CO)(Cc3ccccc3)CC2)cs1
→ 0.0	2.3	-8	7
(84) COc1ccc(O)c(/C=N/Nc2nc(N3CCOCC3)nc(N3CCOCC3)n2)c1
→ -0.2	0.6	14	0
(85) COc1ccc(C(=O)N2CCN(c3nc(-c4ccccc4)c4c(c3C#N)CCCC4)CC2)cc1
→ 0.5	1.4	4	6
(86) Cc1ccc(C(=O)N(C(C)C)C(C)C)c(Cl)c1
→ 0.0	0.1	-9	-2
(87) COc1cccc(OC)c1C(=O)Nn1c(-c2cccs2)nc2ccccc2c1=O
→ 1.2	0.9	13	8
(88) Cc1c(C(c2ccco2)c2c(C)n(C)n(-c3ccccc3)c2=O)c(=O)n(-c2ccccc2)n1C
→ -0.1	1.2	-5	-5
(89) Cc1ccc(NCC(=O)N/N=C/c2ccc(Cl)cc2)cc1
→ -0.1	1.5	2	-1
(90) COc1cc(NC(=O)CCCn2c3ccccc3c(=O)c3cc(C)ccc32)cc(OC)c1OC
→ 0.4	0.1	-18	16
